RGS4 pot = RGS4 potentiators or activators, primary screen, cell-based, HEK293 M3R inducible RGS4, calcium flux. carbachol calcium flux Fluo4; stronger effect = lower value. B-score at 10 µM. 310,000 compounds, 0.92% hits;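 active = B-score of the integrated calcium signal more than 4 SD below the library mean, with starting fluorescence not abnormally high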;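 also: negative B-score means reduced calcium response which marks RGS4 activation or potentiation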
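System: HEK293 FlpIn-TREx cells, stable M3R, doxycycline-inducible RGS4. Timing: overnight RGS4 induction, 30 min dye load 37 °C, 20 min compound RT. Also added: carbachol, ECmax concentration. Measured by: Fluo4 fluorescence kinetic imaging of calcium. Evaluation: integrated calcium ratio converted to B score.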
KCNK3 inh = human KCNK3 channel inhibitors, primary screen, CHO cells, FluxOR thallium flux, B-score. FluxOR fluorescence; stronger effect = lower value. B-score at 10 µM. 340,000 compounds, 0.84% hits;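 active = B-score under library mean minus 4 SD, starting fluorescence ratio at most library mean plus 5 SD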;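 also: more negative B-score means stronger inhibition of thallium flux through KCNK3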
Target sequence (O14649 whole entry, looked up): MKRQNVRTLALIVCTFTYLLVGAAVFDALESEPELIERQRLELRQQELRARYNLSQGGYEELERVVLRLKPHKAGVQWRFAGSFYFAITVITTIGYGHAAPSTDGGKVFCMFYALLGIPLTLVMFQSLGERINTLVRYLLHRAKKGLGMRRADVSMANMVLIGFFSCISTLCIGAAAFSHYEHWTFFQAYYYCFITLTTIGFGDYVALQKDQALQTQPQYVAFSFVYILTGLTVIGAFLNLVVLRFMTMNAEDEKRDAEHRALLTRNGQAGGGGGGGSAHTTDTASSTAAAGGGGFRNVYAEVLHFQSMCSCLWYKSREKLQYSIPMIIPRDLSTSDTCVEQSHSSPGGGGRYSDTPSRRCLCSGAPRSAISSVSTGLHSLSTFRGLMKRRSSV
KCNK9 inh = KCNK9 potassium channel inhibitors, primary screen, HEK293 cells, thallium flux; B-score at 10 µM; Potassium channel subfamily K member 9 (Homo sapiens), Q9NPC2; AID 488922, 2010; FluxOR thallium flux fluorescence; stronger effect = lower value; 310,000 compounds, 1.2% hits;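 active = ratio B-score over 3 SD below the library mean, with starting fluorescence within 5 SD of its mean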;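 also: negative B-score means less thallium flux so channel inhibition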
HDAC3 inh = HDAC3 deacetylase inhibitors, primary screen, biochemical, fluorescence, cell-free homogeneous; Histone deacetylase 3 (Homo sapiens), O15379; recombinant HDAC3, fluorogenic peptide/trypsin coupled; inhibition, % at 8.3 µM; 320,000 compounds, 0.15% hits; in the data active = inhibition above about 26%, passing the limit was not always enough; inconclusive = no clear call, values can overlap the other calls
GSK3 alpha inh = blockers of GSK3A enzyme activity – biochemical, luminescence, cell-free homogeneous, HTS, primary screen; 320,000 compounds, 0.1% hits; Glycogen synthase kinase-3 alpha (Homo sapiens), P49840; GSK-3 alpha kinase, ADP-Glo luminescence, 60 min; inhibition, % at 10 µM;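 in the data active = inhibition above about 50%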;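 also: GST-tagged GSK-3 alpha with peptide substrate and 25 µM ATP; 0% = DMSO neutral wells and 100% = GW8510 positive control wells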
KCNQ1 block = inhibitors of human KCNQ1 channel, primary screen, cell-based, thallium flux, high-throughput. Potassium voltage-gated channel subfamily KQT member 1 (Homo sapiens), P51787. CHO-K1 KCNQ1, FluxOR thallium flux fluorescence; stronger effect = higher value. B-score at 10 µM. 310,000 compounds, 1.3% hits. AID 2642, 2010;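 active = compounds whose thallium flux B-score, printed positive for inhibition, exceeds three library SD while starting fluorescence stays within three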;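 also: channel opened by potassium depolarization with thallium stimulus after 20 min compound exposure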
Target sequence (P51787 whole entry, looked up): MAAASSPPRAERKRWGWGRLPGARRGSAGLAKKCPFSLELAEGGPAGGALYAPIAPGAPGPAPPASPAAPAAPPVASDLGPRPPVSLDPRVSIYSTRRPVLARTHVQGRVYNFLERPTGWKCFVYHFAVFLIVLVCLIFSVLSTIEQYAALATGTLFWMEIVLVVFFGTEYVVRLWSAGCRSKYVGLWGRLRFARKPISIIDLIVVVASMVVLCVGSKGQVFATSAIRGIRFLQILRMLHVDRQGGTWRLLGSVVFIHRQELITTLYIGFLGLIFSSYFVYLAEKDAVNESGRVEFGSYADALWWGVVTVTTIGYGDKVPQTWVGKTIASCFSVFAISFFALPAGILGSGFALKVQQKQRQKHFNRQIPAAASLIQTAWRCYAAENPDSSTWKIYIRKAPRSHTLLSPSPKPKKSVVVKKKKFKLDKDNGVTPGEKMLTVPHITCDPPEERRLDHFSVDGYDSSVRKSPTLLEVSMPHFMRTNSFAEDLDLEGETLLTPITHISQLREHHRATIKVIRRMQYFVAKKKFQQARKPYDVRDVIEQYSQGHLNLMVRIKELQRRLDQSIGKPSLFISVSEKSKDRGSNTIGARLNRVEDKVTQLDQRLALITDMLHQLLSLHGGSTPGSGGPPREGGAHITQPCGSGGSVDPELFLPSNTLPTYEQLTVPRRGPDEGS
hERG protect = hERG rescue from dofetilide block, primary screen, cell-based, CHO-hERG, FluxOR thallium flux, dofetilide IC70 | Voltage-gated inwardly rectifying potassium channel KCNH2 (Homo sapiens), Q12809 | dofetilide IC70 present | activation (rescue from dofetilide block), less the hit threshold, % at 10 µM | 310,000 compounds, 0.51% hits | AID 1511, 2009;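 active = activation above the mean of controls blocked by dofetilide plus 5 SD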;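 also: thallium influx through hERG after potassium depolarization seen as dye fluorescence rise; in these data hits start at about 4.7%; inactives centre near -7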
KCNQ1 act = potentiators or activators of KCNQ1 channel, primary screen, cell-based, thallium flux, high-throughput; Potassium voltage-gated channel subfamily KQT member 1 (Homo sapiens), P51787; CHO-K1 KCNQ1, thallium flux FluxOR fluorescence; stronger effect = higher value; B-score at 10 µM; 310,000 compounds, 0.35% hits; AID 2648, 2010;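 active = fluorescence ratio B-score, a plate-corrected score, at least three library SD, with initial intensity B-score within 5 SD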
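Material: CHO-K1 cells stably expressing KCNQ1. Medium: assay buffer for compound exposure, DMSO matched across wells. Reagent: K+/Tl+ depolarizing stimulus. Compound dosing: single-concentration screen. Times: 37 °C overnight plating, 90-min dark dye load, 20-min compound pretreatment. Technique: FluxOR Tl+ flux fluorescence.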
DYRK1A inh = rat Dyrk1A kinase inhibitors, primary screen, biochemical, single point, plate reader; Dual specificity tyrosine-phosphorylation-regulated kinase 1A (Rattus norvegicus), Q63470; ADP-Glo luminescence, NFATc1 peptide; inhibition, % at 12.5 µM; 310,000 compounds, 0.43% hits; AID 504441, 2011; in the data active = inhibition above about 50%;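 also: plate controls were vehicle with enzyme for no effect and no enzyme for full effect; many of its hits are not listed in these tables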
PolyA inhibitor = polyadenylation inhibitors in yeast reporter cells, primary screen, luminescence, S. cerevisiae; S. cerevisiae SKY197-pL101 polyadenylation reporter, beta-gal luminescence; efflux-impaired pdr1/pdr3 knockout yeast; score 100 = 6 SD above DMSO; calls only at 12 µM; 300,000 compounds, 0.02% hits; AID 1875, 2009;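 active = lowest replicate activity score at least 50, where 100 means six control SD above control mean; inconclusive = lowest score under 50 but half or more replicates reach 50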;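 also: yeast exposed to compound for 9 h at 30 °C; higher score means more reporter readthrough which indicates perturbed polyadenylation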
GSK3B inh = human GSK3beta kinase inhibitors, primary screen, biochemical, cell-free homogeneous, HTS; Glycogen synthase kinase-3 beta (Homo sapiens), P49841; activity score (negative = inhibition), % at 10 µM; 300,000 compounds, 0.038% hits; GST-GSK3beta kinase, ADP-Glo luminescence, 60 min; stronger effect = lower value;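 active = more than half of replicate wells score below -50%, meaning over 50% inhibition versus plate controls; inconclusive = some replicates but at most half score below -50%; inactive = no replicate scores below -50%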;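 also: 0% = median DMSO wells and -100% = median GW8510 positive control wells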
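Test system – GST-tagged human GSK3beta kinase, cell-free · Incubation – 60 min enzyme reaction, room temperature · Signal – ADP-Glo luminescence · Also added – peptide substrate and ATP at 25 µM · Controls – DMSO neutral wells and GW8510 at 20 µM as positive · Buffer or medium – Tris/MgCl2 kinase buffer · Measure – Luminescence-derived activity versus plate DMSO and GW8510 wells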
* marks the source's active call; other numbers are inactive results; i = inactive; ? = inconclusive; / = no result given. The list is partial; the hit share may differ from the screen's.

SMILES	RGS4 pot	KCNK3 inh	KCNK9 inh	HDAC3 inh	GSK3 alpha inh	KCNQ1 block	hERG protect	KCNQ1 act	DYRK1A inh	PolyA inhibitor	GSK3B inh
NC(=O)C1CCN(Cc2nc3cc(Cl)ccc3c(=O)[nH]2)CC1	i	i	i	2	3	i	-4	i	16	i	-2
CCc1cccc(NC(=O)CCNS(=O)(=O)c2cccc3nonc23)c1	i	i	i	3	-1	i	-7	i	-1	i	5
COc1cc(Cl)cc(C2NC(=S)NC(c3ccccc3)=C2C(C)=O)c1OCC(=O)O (centres undefined)	i	i	i	5	0	i	-4	i	-4	i	2
COCCOCCOCCC(=O)NC1CC2CCC1(C)C2(C)C (centres undefined)	i	i	i	-1	-3	i	-9	i	-18	i	2
CC(C)OC(=O)c1c(NC(=O)c2ccco2)sc2c1CCCC2	i	i	i	-3	-2	i	-9	i	8	i	2
CCOc1ccc2nc(NC(=O)Cn3[nH]c(=O)c4ccccc4c3=O)sc2c1	i	i	i	/	-2	i	-4	i	2	i	-2
COc1ccc(Br)cc1[C@H]1[C@@H]2C=CCC[C@@]2(C)C(=O)N1Cc1ccccc1	i	i	-15*	6	-1	i	-11	i	/	i	0
CCC(CO)Nc1ncnc2onc(-c3ccc(F)cc3)c12 (centres undefined)	i	i	i	4	2	i	-3	i	6	i	-2
CCN1CCN(Cc2ccc(NC(=O)c3ccc(C)c(NC(=O)c4cc(-c5ccc(Br)cc5)n[nH]4)c3)cc2C(F)(F)F)CC1	i	i	i	-2	-3	i	-23	i	5	i	5
CCCCNC(=O)c1ccc(NS(=O)(=O)c2ccc3[nH]c(=O)[nH]c3c2)cc1	i	i	i	4	-3	i	-3	i	-7	i	0
COc1cc(CN2CCN(S(=O)(=O)c3ccc(NC(C)=O)cc3)CC2)cc(OC)c1O	i	i	i	-9	0	i	-5	i	2	i	1
CC1CCCC(NC(=O)COC(=O)c2ccccc2Sc2ccccc2C#N)C1C (centres undefined)	i	i	i	-3	-6	i	-7	i	-2	i	1
COc1ccc(CNC(=O)c2noc(C)c2[N+](=O)[O-])cc1	i	i	i	3	0	i	-3	i	-1	i	-2
CCCN1Cc2cccc(C(=O)N3CCN(c4ccc(F)cc4)CC3)c2C1=O	i	i	i	1	-2	i	-7	i	0	i	2
CCC(C)(C)NC(=O)C(c1cccn1C)N(C(=O)Cn1nnc2ccccc21)c1ccc(OC)cc1 (centres undefined)	i	i	i	0	0	i	1	i	1	i	3
COc1ccccc1N1C(=O)[C@@H]2[C@H](C1=O)[C@H](C(=O)c1ccc(OC(C)=O)cc1)N1N=CC=C[C@@H]21	i	/	i	10	1	i	-7	i	/	i	1
O=C(NCCCN1CCCC1)c1ccc2c(Cl)c3c(nc2c1)CCCC3	i	i	i	-3	/	i	-13	i	5	i	-1
CC(C)C(NS(=O)(=O)c1cccc2nsnc12)C(=O)NCc1ccc2c(c1)OCO2 (centres undefined)	i	i	i	3	1	i	-12	i	1	i	2
Cc1cc(F)ccc1NCc1ccncc1	i	i	i	-3	-2	i	-10	i	-2	i	9
COC(=O)Cc1cc(=O)n2[nH]c(C)c(-c3ccccc3)c2n1	i	i	i	-27	0	i	-10	i	12	i	5
CCCCNC(=O)CSc1nc2cc3c(cc2c(=O)n1CCCC(=O)NCCc1ccc(OC)c(OC)c1)OCO3	i	i	i	-6	-2	i	-9	i	/	i	-2
COc1ccccc1NC(=O)C(=O)Nc1ccc2c(c1)N(C(=O)C1CC1)CCC2	i	i	i	/	/	i	-5	i	2	i	1
O=C(c1cccc([N+](=O)[O-])c1)N(c1ccccn1)c1ccccn1	i	i	i	-3	-3	i	-2	i	1	i	1
Cc1ccc(C(O)Cn2cc([N+](=O)[O-])nc2C)cc1 (centres undefined)	i	i	i	1	0	i	-7	i	3	i	-1
COc1ccc(-c2ocnc2C(=O)N2CCN(C(c3ccccc3)c3ccccc3)CC2)cc1	i	i	-14*	5	-1	8*	-12	i	1	i	3

The list continues:
SMILES	RGS4 pot	KCNK3 inh	KCNK9 inh	HDAC3 inh	GSK3 alpha inh	KCNQ1 block	hERG protect	KCNQ1 act	DYRK1A inh	PolyA inhibitor	GSK3B inh
Cc1cccc2cc3c(NC(=O)C(C)C)nn(C)c3nc12	i	i	i	-1	19	i	-11	i	-2	i	0
O=C(Cn1cnc([N+](=O)[O-])n1)N/N=C/c1cccc2ccccc12	i	i	i	-3	/	i	-13	i	9	i	2
COc1ccc(-c2cccc(NS(=O)(=O)c3cc([N+](=O)[O-])ccc3C)c2)nn1	i	i	i	/	/	i	-13	i	5	i	3
Cc1[nH]n2c(=O)cc(C(C)(C)C)nc2c1-c1ccccc1	i	i	i	?	1	i	8.6*	15*	1	i	-6
O=C(COc1ccc(Cl)cc1Cl)Nc1ccc(CN2CCOCC2)cc1	i	i	i	2	-1	i	-4	i	8	i	-1
O=C(/C=C/c1ccco1)Oc1cccc2cccnc12	i	i	i	9	-3	i	-1	i	0	i	0
CCOC(=O)c1sc(NC(=O)Nc2ccccc2F)nc1C	i	i	i	1	-1	i	-3	i	-1	i	0
COc1ccc(-c2noc(COc3ccc4ccccc4c3Br)n2)cc1OC	i	i	i	3	0	i	-9	i	-6	i	1
CCN(CC)S(=O)(=O)c1ccc(N2CCOCC2)c(NS(=O)(=O)c2ccc(C(C)C)cc2)c1	i	i	i	1	-1	i	-1	i	-2	i	-1
COc1ccc(NC(=O)CSc2nnc(Cn3c(=O)sc4ccccc43)n2C)c(OC)c1	i	i	i	0	-4	i	-4	i	5	i	2
CC(C)OCCCNC(=O)c1ccc(NC(=O)C2CCCO2)cc1 (centres undefined)	i	i	i	4	/	i	-12	i	-3	i	1
Cc1nc2ccccn2c1C(=O)NC1CCCCC1	i	i	i	-4	/	i	-5	i	9	i	-1
COc1ccccc1NC1CCCCC1NS(=O)(=O)c1ccc(C)cc1 (centres undefined)	i	i	i	/	/	i	-7	i	/	i	-1
CC(NC(=S)N1CCN(c2ccccc2)CC1)c1ccccc1 (centres undefined)	i	i	i	-1	0	i	-6	i	-11	i	1
CC(C)(C)c1ccc(/C=N/NC(=O)C(=O)NCCCN2CCOCC2)cc1	i	i	i	4	-1	i	-4	i	-12	i	2
Cc1ccc(-c2sc(-c3cccnc3)nc2CC(=O)O)cc1	i	i	i	3	2	i	-14	i	-5	i	0
CCCCN(C(=O)CSCc1ccc(C)cc1)c1c(N)n(CCC)c(=O)[nH]c1=O	i	i	i	0	-1	i	-19	i	-1	i	1
CC(C)CNC(=O)Nc1ccc(F)c(Cl)c1	i	i	i	-1	-3	i	-7	i	0	i	-1
COc1ccc(C(C(=O)NC2CCCC2)N(C(=O)c2ccoc2C)c2cc(C)cc(C)c2)cc1 (centres undefined)	i	i	i	3	0	i	-9	i	-2	i	2
COc1ccc(-c2csc3ncnc(N4CCN(S(=O)(=O)c5ccc(Cl)s5)CC4)c23)cc1	i	i	i	-2	1	i	-14	i	-10	i	3
COc1cc(OC)c(NC(=O)Nc2ccc(OC)c(OC)c2)cc1Cl	i	i	i	-6	0	i	-15	i	3	i	2
Cc1cc2nc3n(c2cc1C)CC1CC(C(=O)NCCc2cccs2)N(C)C31 (centres undefined)	i	i	i	0	/	i	-7	i	5	i	14
COc1ccc(C(=O)/C=C/c2cc(OC)c(O)c(OC)c2)c(F)c1	i	i	i	/	2	i	-10	i	1	i	0
O=C(Nc1ccnn1C1CCN(C(=O)c2ccc(C(F)(F)F)cc2)CC1)C1CC1	i	i	i	0	-1	i	-5	i	2	i	1
COc1cccc(N2CCN(c3ccc([N+](=O)[O-])cn3)CC2)c1	i	i	i	5	-2	i	-4	i	-2	i	2

Next results
SMILES	RGS4 pot	KCNK3 inh	KCNK9 inh	HDAC3 inh	GSK3 alpha inh	KCNQ1 block	hERG protect	KCNQ1 act	DYRK1A inh	PolyA inhibitor	GSK3B inh
COc1cccc(NC(=O)C(C)C)c1	/	i	/	-5	-7	/	/	/	5	i	3
Cc1ccc(NC(=O)C2CCCN2C(=O)Oc2ccccc2)cc1 (centres undefined)	i	i	i	0	-1	i	-4	i	-6	i	0
CC(=O)N1CCOc2ccc(S(=O)(=O)Nc3cccc(C)c3)cc21	i	i	i	0	-1	i	-9	i	/	i	4
CC(C)(C)n1cnc2cc(NCc3ccc(Br)cc3)ccc21	i	i	i	1	-1	i	-10	i	15	i	1
CCc1ccc(NC(=O)CSc2nc(=O)n(CCCN3CCOCC3)c3c2CCCC3)cc1	i	i	i	1	0	i	-12	i	-2	i	-1
CCOC(=O)c1c(-c2ccccc2)csc1N1C(=O)Nc2ccccc2N1O	i	i	i	-1	/	i	-2	i	-1	i	3
Cc1cccc(NS(=O)(=O)c2cc(C(=O)N3CCCC3)ccc2Cl)c1	i	i	i	-5	-4	i	-4	i	-7	i	1
O=C(CN1CCc2ccccc2C1)Nc1ccccc1Cl	i	i	i	7	-1	i	-20	i	1	i	6
O=C(NCC(c1cccnc1)N1CCOCC1)c1cccs1 (centres undefined)	i	i	i	-3	2	i	-11	i	-3	i	2
COc1cc(C(F)(F)F)nc2c(Br)c(C(C)(C)C)nn12	i	i	i	-1	-3	i	-3	i	/	i	3
CC(NC(=O)NC12CC3CC(CC(C3)C1)C2)c1ccc2c(c1)OCO2 (centres undefined)	i	i	i	-3	0	i	-17	i	2	i	1

Bioassay records deposited in PubChem by several laboratories.
